BAP1 inh = inhibitors of BAP1 deubiquitinase, primary screen, biochemical, Ub-AMC fluorescence, kinetic; Ubiquitin carboxyl-terminal hydrolase BAP1 (Homo sapiens), Q92560; recombinant BAP1, Ub-AMC hydrolysis fluorescence kinetic; active compounds read low; activity remaining (% of control), % at 20 µM; 0.48% of 72,000 active; AID 436, 2006;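 active = activity remaining at or below 50% of control, provided the compound also passes the data quality filters; inactive = the rest, including low values that fail the filters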;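 note: 100% = DMSO wells rate and 0% = substrate alone blank rate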
Target sequence (Q92560 whole entry, looked up): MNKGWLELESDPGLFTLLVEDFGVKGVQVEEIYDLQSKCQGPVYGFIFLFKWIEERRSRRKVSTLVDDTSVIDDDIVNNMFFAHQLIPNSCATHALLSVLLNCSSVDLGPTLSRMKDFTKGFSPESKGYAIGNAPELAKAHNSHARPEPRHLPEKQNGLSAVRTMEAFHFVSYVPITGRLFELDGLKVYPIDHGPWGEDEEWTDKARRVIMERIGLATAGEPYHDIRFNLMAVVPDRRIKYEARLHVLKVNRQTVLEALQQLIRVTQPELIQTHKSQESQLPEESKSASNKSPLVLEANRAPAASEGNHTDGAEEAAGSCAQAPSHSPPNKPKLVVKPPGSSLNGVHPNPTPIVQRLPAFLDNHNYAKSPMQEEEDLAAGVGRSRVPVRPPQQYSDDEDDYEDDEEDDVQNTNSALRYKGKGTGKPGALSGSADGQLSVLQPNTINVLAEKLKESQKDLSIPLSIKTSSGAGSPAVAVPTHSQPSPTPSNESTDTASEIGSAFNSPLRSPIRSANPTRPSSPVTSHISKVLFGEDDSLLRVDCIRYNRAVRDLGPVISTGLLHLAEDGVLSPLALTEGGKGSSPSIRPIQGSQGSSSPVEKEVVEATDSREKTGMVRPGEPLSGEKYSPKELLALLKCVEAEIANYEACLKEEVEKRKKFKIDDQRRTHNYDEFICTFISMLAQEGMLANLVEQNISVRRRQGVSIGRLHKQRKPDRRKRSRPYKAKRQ
HePTP inhibitor = inhibitors of human HePTP phosphatase, primary screen, biochemical, absorbance, leukemia target. recombinant HePTP phosphatase activity, OD absorbance. AID 521, 2006. inhibition, % at 20 µM. Tyrosine-protein phosphatase non-receptor type 7 (Homo sapiens), P35236. 0.64% of 110,000 active; in the data active = inhibition above about 50%;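 note: plate controls were vehicle for no effect and reference inhibitor for full effect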
Target sequence (P35236 whole entry, looked up): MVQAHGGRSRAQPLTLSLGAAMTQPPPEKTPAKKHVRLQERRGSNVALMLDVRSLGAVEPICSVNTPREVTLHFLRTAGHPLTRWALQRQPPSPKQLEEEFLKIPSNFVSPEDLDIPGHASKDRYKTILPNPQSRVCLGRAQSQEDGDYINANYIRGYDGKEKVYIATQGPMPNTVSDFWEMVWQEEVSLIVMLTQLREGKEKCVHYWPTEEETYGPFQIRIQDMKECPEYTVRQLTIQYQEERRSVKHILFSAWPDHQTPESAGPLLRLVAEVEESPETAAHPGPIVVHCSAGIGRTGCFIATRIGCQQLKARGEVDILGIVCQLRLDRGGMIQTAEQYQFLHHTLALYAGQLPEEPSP
* hit, by the source's call; nt = no result given; & = joins results of further samples.

BAP1 inh	HePTP inhibitor	SMILES
nt	-15.7	O=C(O)CCC(=O)N(CCc1ccccc1)C1CC(=O)N(c2ccc(Br)cc2)C1=O (configuration not stated)
nt	1.5	N#Cc1ccccc1OCC(=O)N/N=C/C=C/c1ccc([N+](=O)[O-])cc1
111.8	-8.1	O=C(CCN1C(=O)C2C3C=CC(C3)C2C1=O)NCCc1ccccc1Cl (configuration not stated)
nt	-16.4	COc1ccc(C(=O)Nc2ccc(I)cc2Cl)cc1OC
nt	7.7	COc1ccc(C2CC(C(F)(F)F)n3nc(C(=O)Nc4c(C)n(C)n(-c5ccccc5)c4=O)c(Cl)c3N2)cc1 (configuration not stated)
83.4	nt	CN=C(NS(=O)(=O)c1ccc(C)cc1)c1ccccc1
115.8	0.0	C=CCn1c(Cc2ccc(OC(C)C)c(Cl)c2)nnc1SCC(N)=O
nt	9.0	CCOC(=O)C1=C(O)/C(=C/c2ccc(OCC)cc2)SC1=Nc1ccccc1
nt	4.9	Brc1ccc2[nH]cc(-c3nnc4ccc5ccccc5n34)c2c1
123.8	4.9	COc1ccc(C(=O)n2nnc3ccccc32)cc1Br
95.5	-10.0	O=c1n(Cc2ccccc2Cl)c2sc3c(c2c2ncnn12)CCCC3
94.3	3.5	CCOc1ccc(N(CC(=O)O)S(=O)(=O)c2ccc(OC)c(OC)c2)cc1
nt	-17.4	COc1ccc(N(C(C)C(=O)N/N=C/c2cccnc2)S(C)(=O)=O)cc1 (configuration not stated)
89.7	-3.5	CCCCCC(=O)Nc1ccc(N2CCN(S(C)(=O)=O)CC2)cc1
106.0	10.2	CCc1nnc(NC(=O)CCC(=O)NC2CCCCC2)s1
nt	5.0	CC(C)(C)C(=O)Nc1cccc(C(=O)Nc2c[nH]c(=O)[nH]c2=O)c1
nt	26.0	CCOc1ccc(N2C(=O)/C(=C/c3ccc(-c4ccccc4C(=O)O)o3)C(=O)NC2=S)cc1
82.8	2.6	CCC(C(=O)N1CCN(S(C)(=O)=O)CC1)c1ccccc1 (configuration not stated)
60.7	1.8	CCCOC(=O)NC1C(NC(=O)OCCC)N(C)C(=O)N1C (configuration not stated)
nt	-1.4	Cc1ccc(C(=O)NN2C(=O)C3C4C=CC(C5CC45)C3C2=O)cc1 (configuration not stated)

By substructure, the entries above with an aryl methoxy group.
BAP1 inh	HePTP inhibitor	SMILES
nt	-16.4	COc1ccc(C(=O)Nc2ccc(I)cc2Cl)cc1OC
nt	7.7	COc1ccc(C2CC(C(F)(F)F)n3nc(C(=O)Nc4c(C)n(C)n(-c5ccccc5)c4=O)c(Cl)c3N2)cc1 (configuration not stated)
123.8	4.9	COc1ccc(C(=O)n2nnc3ccccc32)cc1Br
94.3	3.5	CCOc1ccc(N(CC(=O)O)S(=O)(=O)c2ccc(OC)c(OC)c2)cc1
nt	-17.4	COc1ccc(N(C(C)C(=O)N/N=C/c2cccnc2)S(C)(=O)=O)cc1 (configuration not stated)

New compounds follow.
BAP1 inh	HePTP inhibitor	SMILES
108.3	1.7	COc1ccc2c(c1)c(C(=O)CNc1nc(C)cs1)c(C)n2C
nt	6.2	CC(C)Cc1cc(-c2ccc(Cl)cc2)c(C#N)c(N)n1
59.0	-0.2	Cc1noc(C)c1CSc1ccc2ccccc2n1
nt	-2.2	O=c1c(C=NCc2cccs2)c(C(F)(F)F)[nH]n1-c1nc2ccccc2s1
87.9	9.6	CCn1c(C(=O)NC(C)c2ccc3c(c2)OCCO3)cc2sccc21 (configuration not stated)
nt	4.5	COC(=O)c1cccc(S(=O)(=O)Nc2ccc(C(=O)O)cc2)c1
nt	7.5	CCOc1ccccc1NC(=O)c1c(NC(=O)Cc2ccc(OC)cc2)sc2c1CCC(C)C2 (configuration not stated)
111.9	7.0	O=C(c1ccco1)N1CCN(CC(=O)N2c3ccccc3CCc3ccccc32)CC1
nt	8.6	O=C(O)Cn1c(SCc2cccc3ccccc23)nc2ccccc21
77.9	nt	O=S(=O)(NCc1ccc(Br)cc1)c1ccc(F)cc1
nt	-5.7	Cc1ccc(OCC(=O)Nc2ccc(Cl)cn2)c(C)c1
91.1	1.4	COc1cccc(-n2cc3c(c2-c2ccccc2)c(=O)n(C)c(=O)n3C)c1
71.1	nt	CC1=C(C(=O)OC2CCCCC2)C(c2cc3c(cc2Br)OCO3)C2=C(CC(c3ccccc3)CC2=O)N1 (configuration not stated)
nt	8.8	CCOC(=O)c1c2c(n(C)c1CNC(C)C)C(=O)C(=O)c1ccc(Br)cc1-2
85.3	6.2	C=CCSc1nnc(NC(=O)c2cccc(S(=O)(=O)N3CCOCC3)c2)s1
91.9	9.3	CC(=O)c1c(C)[nH]c(C)c1C(C)=O
nt	-0.9	CN1C(=O)C2(OCCO2)c2cc([N+](=O)[O-])ccc21
99.2	5.8	Cc1ccccc1OCc1nnc2c3cnn(C)c3ncn12
102.5	6.9	Cc1ccc(CNS(=O)(=O)c2ccc3oc(C(=O)O)c(C)c3c2)cc1
105.6	7.4	O=C(c1ccc(Nc2cccc(C(F)(F)F)c2)nc1)N1CCCC1
116.5	2.4	CC(C)CC(=O)NCC(C)NC(=O)CC(C)C (configuration not stated)
nt	5.6	Cc1cc(C)c2c(n1)nn1c(N3CCOCC3)cc(C)nc21
nt	4.8	C/C(=N/NC(=O)CNc1ccc(C)cc1)c1ccc([N+](=O)[O-])cc1
88.9	-6.9	CN(Cc1ccccc1)c1oc(COc2ccccc2F)nc1C#N
99.6	-2.1	O=C(CCCSc1nc(-c2ccco2)cc(C(F)(F)F)n1)Nc1ccc2c(c1)OCO2
110.6	1.9	CCOC(=O)N1CCC(NC(=O)Cn2nc(-c3ccccc3)ccc2=O)CC1
103.5	-5.6	CCOc1ccc2nc(Nc3nc(C)c(C)c(=O)[nH]3)nc(C)c2c1
nt	-3.9	COCCNC(=O)CN(c1ccccc1F)S(=O)(=O)c1ccc(C)cc1
99.5	4.8	Nc1nonc1C(=O)NCCNC(=O)c1cccs1
88.2	nt	COc1cc2c(c(OC)c1OC)-c1ccc(OC)c(=O)cc1[C@@H](NC(C)=O)CC2
nt	-5.0	CC(C)(C)c1cc(C(=S)N2CCOCC2)cc(C(C)(C)C)c1O
nt	0.9	COC(=O)c1ccc(/C=C(/C#N)C(=O)Nc2ccc(O)cc2)cc1
99.7	-0.7	COc1ccc(C(=O)Cn2c(N3CCOCC3)nc3ccccc32)cc1OC
nt	-17.5	CC(=O)Nc1ccc(NS(=O)(=O)c2ccc(C)cc2C)cc1
nt	0.8	Cc1ccccc1NC1=C(Cl)C(=O)N(c2cccc(C)c2C)C1=O
nt	-0.8	N#C/C(=C\c1cc(Br)ccc1OCc1ccccc1)c1nc2ccccc2[nH]1
118.6	-2.2	CCOC(=O)C(C(C)=O)C(c1ccc(OC)cc1)C(C(C)=O)C(=O)OCC (configuration not stated)
nt	7.1	Cc1cccc(NC(=O)c2cc(NC(=O)C3CCCCC3C(=O)O)ccc2Cl)n1 (configuration not stated)
nt	-5.0	O=C(c1cc2nc(-c3ccc([N+](=O)[O-])cc3)cc(C(F)(F)F)n2n1)N1CCc2ccccc2C1
65.5	6.8	O=C(C1CCCCC1)N(Cc1ccccc1)c1ccccn1
70.9	nt	O=C1CSC(c2ccccc2)N1c1ccc(Cl)c([N+](=O)[O-])c1 (configuration not stated)
nt	6.3	COc1cc(C2C(C(=O)OCc3ccccc3)=C(C)NC3=C2C(=O)CC(C)(C)C3)ccc1OC(C)=O (configuration not stated)
97.3	2.3	Cc1cc(=O)oc(C)c1C(=O)O
121.9	7.4	Cc1cc(NCCCn2ccnc2)n2ncc(-c3ccccc3)c2n1
69.0	4.0	Cn1c(C(=O)N2CCN(c3ccc(Cl)cc3)CC2)cc2c(=O)[nH]c3ccccc3c21
99.2	8.0	CCCC(=O)Nc1ccccc1-c1nnc(SC)[nH]c1=O
69.8	6.0	COc1cc(C2NC(=O)NC(c3ccccc3)=C2C(C)=O)ccc1OCC#N (configuration not stated)
nt	3.3	CCOC(=O)C1CCN(C(=O)CCCOc2ccccc2)CC1
nt	-8.3	O=C(Nc1ccccc1C(=O)Nc1ccccc1)c1ccccc1F
nt	-1.4	COc1ccc(CNc2oc(-c3cccc4ccccc34)nc2C#N)cc1
118.7	2.9	Clc1ccccc1CSc1ncccn1
nt	-3.9	COc1ccc(NC(=O)COc2ccc3ccccc3c2)cc1OC
52.7	2.6	C=CCNC(=O)C(C#N)c1nc2ccccc2nc1N1CCN(Cc2ccccc2)CC1 (configuration not stated)
53.1	7.7	O=C(CCSc1nc(-c2ccco2)cc(C(F)(F)F)n1)NCC1CCCO1 (configuration not stated)
113.3	-5.5	COCC(=O)Nc1ccccc1C(=O)Nc1ccc(OC)cc1
nt	3.7	COc1ccc(NC(=O)C(=O)NCCCO)cc1Cl
nt	7.4	CCC12CN3CC(CC)(CN(C1)C3c1ccc(Br)cc1)C2=O (configuration not stated)
nt	7.6	Cc1ccc(S(=O)(=O)NC(=O)OC(c2ccccc2)C(F)(F)F)cc1 (configuration not stated)
nt	10.7	Cc1ccc2[nH]c(=O)c(C(=O)/C=C/c3ccccc3Cl)c(-c3ccccc3)c2c1
69.8	10.0	CCOc1ccc(Nc2nc3c(c(=O)[nH]2)CCCC3)cc1

Reprinted at random: two compounds from above, in no set order.
BAP1 inh	HePTP inhibitor	SMILES
nt	-1.4	COc1ccc(CNc2oc(-c3cccc4ccccc34)nc2C#N)cc1
nt	3.7	COc1ccc(NC(=O)C(=O)NCCCO)cc1Cl

Complete entries, looked up by structure.
CCOc1ccc(Nc2nc3c(c(=O)[nH]2)CCCC3)cc1 is entered as BAP1 inh: 69.8; HePTP inhibitor: 10.0
CCC12CN3CC(CC)(CN(C1)C3c1ccc(Br)cc1)C2=O (configuration not stated) is entered as BAP1 inh: nt; HePTP inhibitor: 7.4

Next part.
BAP1 inh	HePTP inhibitor	SMILES
nt	-4.0	CCCN1C(=O)c2ccccc2NC1c1ccc(Cl)c(Cl)c1 (configuration not stated)
nt	7.2	COc1ccc(-c2[nH]ncc2/C=N/NC(=O)c2ccc(Br)cc2)c(OC)c1
100.5	13.1	COP(C)(=O)c1c(C)nn(-c2ccccc2)c1C (configuration not stated)
112.8	7.0	C=C(Br)Cn1c(CCCC)nc2ccccc21
94.2	11.5	CCc1ccc(NC(=O)C2CC(=O)N(C(C)C)C2)cc1 (configuration not stated)
nt	-21.4	COc1cc(-c2nc3ccccn3c2/N=C/c2cccc([N+](=O)[O-])c2)ccc1O
107.7	6.0	O=C(NC1c2ccccc2-c2ccccc21)c1ccco1
nt	9.0	CC(=O)c1c(C(C)=O)c(C)n(-c2nc(-c3ccccc3)c(C)s2)c1C
92.8	5.5	CCC(NC(=O)NCc1cccnc1)(C(F)(F)F)C(F)(F)F
nt	5.2	CC(C)C(=O)NNC1=CC(=O)CC(C)(C)C1
63.2	-7.6	COC(=O)Cn1c2ccccc2c2nc(C)sc21
92.8	-1.6&8.4	Cn1c(=O)cc(NCCc2ccccc2)[nH]c1=O
nt	-9.7	O=C(Oc1ccccc1C(=S)N1CCOCC1)c1cccc2ccccc12
103.1	3.3	O=c1[nH]c(SCC2CCCCO2)nc2ccccc12 (configuration not stated)
nt	6.4	CCC(CC)C(=O)Nc1ccc(OC)cc1[N+](=O)[O-]
nt	7.5	COc1ccccc1C1Nc2ccccc2NC2=C1C(=O)CC(c1ccccc1)C2 (configuration not stated)
140.3	11.0	Cc1ccnc(NC(=O)c2c(O)c3ccccc3n(C)c2=O)c1
nt	-6.2	COc1cccc(C(=O)N2N=C(c3cccc(Br)c3)CC2(O)C(F)(F)F)c1 (configuration not stated)
88.1	-0.1	COC(=O)c1nc(NC(C)=O)n[nH]1
102.9	6.8	COc1ccc(C2=NOC(C(=O)NCCCN3CCOCC3)C2)cc1 (configuration not stated)
86.6	9.5	CCC(CC)C(=O)NCCc1cc2ccc(C)c(C)c2[nH]c1=O
nt	-0.1	COC(C)(C)CCCC(C)COC(C)=O (configuration not stated)
nt	3.0	CC(C)c1nn2c(N)c(C=C3C=CC(=O)C=C3)c(=O)nc2s1
nt	-0.5	O=C(NCC1CCCO1)c1cc(-c2ccccc2)nc2ccccc12 (configuration not stated)
94.8	4.0	COc1ccc(OC)c(NC(=O)CN2C(=O)C3(OCCCO3)c3ccccc32)c1
158.5	nt	O=C(Nc1cccc2ccccc12)c1cccc(N=Cc2cc(Cl)cc([N+](=O)[O-])c2O)c1
nt	-4.7	C#Cc1cccc(N2C(=O)c3ccc(Oc4cccc([N+](=O)[O-])c4)cc3C2=O)c1
93.7	1.1	O/N=C1\CCCCc2ccccc21
nt	6.3	CC(CC(=O)Nc1ccccc1)c1ccccc1 (configuration not stated)
nt	7.3	CCCC(=O)NC(c1ccc([N+](=O)[O-])cc1)c1c(O)ccc2ccccc12 (configuration not stated)
102.9	10.9	CCCn1c(N2CCN(CC(=O)NCc3cccs3)CC2)nc2ccccc21
86.9	6.0	O=C(Nc1ccccc1)N(Cc1ccc2c(c1)OCO2)Cc1nc2ccccc2c(=O)[nH]1
34.9*	7.4	Cc1ccc(-c2nc3s/c(=C\c4ccco4)c(=O)n3n2)cc1
nt	-3.0	O=C(Nc1ccc(Cl)c(Cl)c1)NN1CCOCC1
91.5	9.3	CC(=O)c1cccc(NC(=O)CN(c2ccc(F)cc2)S(C)(=O)=O)c1
87.2	5.8	COc1ccc(Br)cc1C(=O)Nc1cccc(NC(=O)c2ccco2)c1
nt	7.5	O=C1CC(c2ccccc2)CC2=C1C(c1ccc(OCc3ccccc3)cc1)Nc1ccccc1N2 (configuration not stated)
nt	5.3	CC(C)=NNC(=O)C(C)Oc1ccc(Cl)cc1 (configuration not stated)
